Screening data: PubChem, National Center for Advancing Translational Sciences (NCATS)
D2 antagonist = antagonists of human D2 dopamine receptor | HEK293 TREx D2 cells, calcium flux, dopamine EC80 | inhibition, % at 10 µM | 2% of 340,000 active | AID 485344; in the data active means inhibition above about 30%; further: 0% is about no effect
Target sequence (P14416 whole entry, looked up): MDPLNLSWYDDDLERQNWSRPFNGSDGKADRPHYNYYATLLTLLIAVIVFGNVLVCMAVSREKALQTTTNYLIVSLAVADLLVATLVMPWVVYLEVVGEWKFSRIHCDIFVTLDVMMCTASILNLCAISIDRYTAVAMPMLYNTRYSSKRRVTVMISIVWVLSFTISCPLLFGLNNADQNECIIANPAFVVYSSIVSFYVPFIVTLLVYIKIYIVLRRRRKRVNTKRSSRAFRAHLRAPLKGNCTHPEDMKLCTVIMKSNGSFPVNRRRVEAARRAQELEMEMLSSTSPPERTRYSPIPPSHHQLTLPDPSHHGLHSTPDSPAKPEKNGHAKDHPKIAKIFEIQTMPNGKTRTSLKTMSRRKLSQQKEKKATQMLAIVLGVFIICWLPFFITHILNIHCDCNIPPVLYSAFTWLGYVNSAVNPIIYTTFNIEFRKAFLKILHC
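Antagonism is scored as inhibition of an EC80 dopamine-evoked calcium signal in a force-coupled, tetracycline-inducible HEK293 T-REx D2 line, with compound present 180 s before agonist.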
D2 agonist = activates the human D2 dopamine receptor. P14416. HEK293 T-REx D2 cells, calcium flux agonist mode. activation, % at 2 µM. 0.53% of 340,000 active;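 active means activation over 3 SD above normal in the single-dose calcium agonist read, cut at about 30% in these data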; further: 0% is about no effect
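Agonism scored from kinetic calcium signal (1 read/sec, 180 s) following compound pin transfer, after a 10 s baseline. Cells: HEK293 Trex line expressing inducible D2 receptor coupled to calcium, dye-loaded after overnight culture at 30 C.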
D2 potentiator = D2 dopamine receptor (human) potentiation; P14416; HEK293 T-REx D2, calcium flux, EC20 dopamine potentiation; potentiation, % at 10 µM; 0.34% of 340,000 active; AID 485347;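 active means potentiation over 3 SD above the plate norm, cut at about 30% in these data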; further: 0% is about no effect
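Using a no-wash calcium dye in inducible, force-coupled HEK293 Trex cells expressing D2, we tracked fluorescence each second for 180 s after compound, then for 180 s after EC20 dopamine to detect augmented signalling.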
TRHR agonist = agonists of human TRH receptor | TRHR cells, calcium flux fluo-8, FDSS agonist mode | activation, % at 2 µM | 0.18% of 360,000 active | AID 493084; further: 0% is about no effect
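In this calcium-flux screen, cells bearing human TRHR are dye-loaded with fluo-8, baselined for 10 cycles, then exposed to library compounds; positive kinetic calcium responses during the agonist phase mark hits, with TRH as control.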
RXFP1 antagonist = RXFP1 (human) relaxin receptor antagonism; HEK293-RXFP1, relaxin-stimulated cAMP HTRF, 30 min; hits give low values; activity change, negative = inhibition, % at 57.5 µM; 0.59% of 350,000 active; AID 1259400;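 active means activity change of -60% or lower, but not beyond a set lower limit; inconclusive means change between -60% and -40%, or beyond the set limit; inactive means change above -40%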; further: on the % scale 0 is the no-effect control and ±100 the full control effect
D1 antag = blocks dopamine activation of the human D1 receptor. P21728. HEK293 TREx D1 cells, calcium flux, dopamine EC80; hits give low values. 3.2% of 360,000 active. activity change, negative = inhibition, % at 10 µM; in the data active means activity change below about -30%; further: on the % scale 0 is the no-effect control and ±100 the full control effect
Target sequence (P21728 whole entry, looked up): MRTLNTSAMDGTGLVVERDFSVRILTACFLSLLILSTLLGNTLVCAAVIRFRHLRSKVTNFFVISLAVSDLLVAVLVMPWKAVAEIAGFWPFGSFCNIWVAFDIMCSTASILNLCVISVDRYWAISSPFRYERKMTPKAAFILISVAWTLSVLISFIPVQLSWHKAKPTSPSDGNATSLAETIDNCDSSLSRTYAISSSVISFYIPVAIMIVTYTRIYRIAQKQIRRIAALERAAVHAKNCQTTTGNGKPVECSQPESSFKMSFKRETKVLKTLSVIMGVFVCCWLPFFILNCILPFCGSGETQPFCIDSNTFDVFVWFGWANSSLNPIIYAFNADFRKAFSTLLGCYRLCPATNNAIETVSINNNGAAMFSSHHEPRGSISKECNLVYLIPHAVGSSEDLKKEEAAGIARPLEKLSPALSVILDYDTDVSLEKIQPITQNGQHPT
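Calcium flux readout: force-coupled, inducible Hek293 Trex D1 line, cells induced overnight at 30 C with tetracycline, dye-loaded 30–90 min at RT. Antagonism scored against EC80 dopamine challenge given 180 s after compound.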
D1 agonist = agonists of human D1 dopamine receptor. P21728. HEK293 T-REx D1 cells, calcium flux, agonist mode. activation, % at 2 µM. 1% of 360,000 active; further: 0% is about no effect
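Tetracycline-induced HEK293 TREx D1 cells, force-coupled to calcium signalling, were dye-loaded with a no-wash calcium kit. Compound was pin-added after a 10 s baseline. Fluorescence was read kinetically at 1 cycle/s for 180 s, with calcium rises flagged as agonism.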
D1 potentiator = potentiators of human D1 dopamine receptor; P21728; HEK293 TREx D1 cells, calcium flux, dopamine EC20 potentiation; potentiation, % at 10 µM; 0.036% of 360,000 active; in the data active means potentiation above about 30%; further: 0% is about no effect
TRHR PAM = allosterically enhances the human TRH receptor; 0.66% of 360,000 active; P34981; TRHR cells, fluo-8 calcium fluorescence, EC20 TRH enhancement; AID 493056; enhancement, % at 2 µM; in the data active means enhancement above about 30%; further: 0% is about no effect
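TRHR-expressing cells loaded with fluo-8 calcium dye were read kinetically (ex 480/em 530) during compound addition, then stimulated with an EC20 of TRH (10 nM final). Enhancement of the Gq-mediated intracellular calcium response was scored.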
* marks the source's active call; other numbers are inactive results; ? = inconclusive; . = not tested or not shown; & = joins results of further samples. Unless noted, no stated cut-off is given here; in the data, active means activation above about 30%; inactive means the rest.

SMILES	D2 antagonist	D2 agonist	D2 potentiator	TRHR agonist	RXFP1 antagonist	D1 antag	D1 agonist	D1 potentiator	TRHR PAM
C=CCn1c(SCc2ccc3nonc3c2)nnc1-c1cccs1	-7	-0.6	9	0.8	8	1	1	3	-9
CC(C)CCSc1ncnc2c1oc1nc3c(cc12)COC(C)(C)C3	15	-0.5	-5	-0.5	8	6	-3	-1	-2
COc1cc(/C=C(/C#N)c2ccccc2F)ccc1OCc1ccccc1	11	3.7	-7	1.7	-19	-9	28	-1	-6
O=C(Nc1ccc(F)cc1F)C1CCN(C(=O)c2cnn(-c3ccccc3)c2-n2cccc2)CC1	.	0.1	-3	-1.1	.	13	5	-2	-5
COc1cccc2c1OCC/C2=N\NC(=O)COc1ccccc1C	3	0.4	-2	0.5	5	-15	8	-10	2
Nc1nc(/C=C/c2cccnc2)nc(-c2ccccc2O)n1	-5	0.5	23	0.7	-10	-16	3	-3	2
Cc1ccc(C)c(S(=O)(=O)N2CCN(C(=O)C(C)Sc3ccccc3)CC2)c1 (configuration not stated)	7	-0.1	4	0.5	-2	-14	8	-1	8
COc1ccc(N2CCN(CCS(=O)(=O)c3cc(Cl)ccc3Cl)CC2)cc1	11	-0.1	-10	-0.1	-1	-13	0	-5	0
Cc1cc(SCC(=O)Nc2ncc(Cl)cc2Cl)nc2ccccc12	3	0.4	-2	0.2	.	2	5	-3	4
COc1ccc(CC(=O)NCC2CCCN(Cc3ccccc3Cl)C2)cc1 (configuration not stated)	-4	1.6	0	0.7	-6	4	1	2	9
COc1ccc(CN2CCN(S(=O)(=O)c3ccc(NC(C)=O)cc3)CC2)c(OC)c1OC	.	0.1	1	0.2&0.0	?	-13&3	2&1	-4&-1	-12&10
CCOC(=O)Cc1csc(NC(=O)CCN2C(=O)c3ccccc3C2=O)n1	-2	-0.1	-9	-0.5	21	-24	0	-4	-2
O=c1[nH]c(CS(=O)(=O)c2ccccc2)nc2ccccc12	4	0.2	-2	0.1	-5	-3	1	6	15
C=CCN1C(=O)/C(=C\c2ccc(OC(=O)c3ccco3)c(OC)c2)SC1=S	-1	1.0	-1	2.0	-16	10	7	-2	2
CCC(=O)Nc1cccc(NC(=O)c2ccc3c(c2)OCCO3)c1	4	0.8	6	-1.0	-1	-1	2	1	-1
COc1ccc(C(=O)NCCCSC)cc1OC1CCN(C(C)C)CC1	6	0.0	2	0.7	-11	0	3	-6	1
Cc1cccc(C(=O)NCC(=O)OCC(=O)NC2CCCCCCC2)c1	0	-0.5	0	-0.2	-23	23	2	-4	1
CCc1ccccc1N(CC)C(=O)c1cc2c(s1)-c1ccccc1SC2	.	0.4	1	0.4	-39	4	5	9	2
COC(=O)c1cc(Br)ccc1-c1ccc(/C=N/n2nnnc2N)o1	5	-2.6	-8	1.2	12	-4	1	-4	-1
COc1cc(C2NC(C(=O)O)Cc3c2[nH]c2ccccc32)cc(OC)c1OC (configuration not stated)	21	-0.1	0	0.3	2	-24	2	-12	0
COc1cc(C(=O)N/N=C/c2coc3ccc(Cl)cc3c2=O)ccc1O	5	0.0	-9	0.7	8	9	4	-4	-2
CCOc1ccc(-n2c(Cc3cc(=O)[nH]c(=O)[nH]3)nnc2SC(C)C(=O)OC)cc1 (configuration not stated)	7	0.9	3	1.7	.	-25	4	-3	-8
O=C(Cn1ccc([N+](=O)[O-])n1)N1CCCCC1	-1	0.0	6	0.4	-1	.	-1	0	3
Cc1nnc(N2CCC(C(=O)NCc3ccc(F)cc3)CC2)c2nn(-c3ccc(Cl)cc3)c(C)c12	.	-1.0	5	-1.1	-2	17	3	0	2
Cc1nn(CCCC(=O)Nc2cc(C(F)(F)F)ccc2Cl)c(=O)c2c1sc1ccccc12	.	.	2	0.5	-15	2	1	-1	4

Next records follow:
SMILES	D2 antagonist	D2 agonist	D2 potentiator	TRHR agonist	RXFP1 antagonist	D1 antag	D1 agonist	D1 potentiator	TRHR PAM
CCCN(CCC)CCCNC(=O)c1nn(C)c2c1CS(=O)(=O)c1ccccc1-2	.	-1.7	6	-0.9	-3	-1	2	-1	-2
CC(C)n1c(/N=C/c2c[nH]c3ccccc23)nc2ccccc21	-35	-0.2	-3	-0.7	-14	-5	5	1	9
O=C(OCc1ccccc1)c1ccc2c(c1)-c1ccccc1C2=O	-2	0.1	-9	1.2	6	4	12	-5	-5
COc1ccc2c(c1OC)C(=O)N1N=C(c3ccccc3)CC21 (configuration not stated)	-18	0.4	-9	-0.1	1	7	2	-5	-2
Oc1ccccc1CNc1ccc(OC(F)(F)F)cc1	-13	-0.5	-2	3.2	-1	1	19	3	4
COc1ccccc1CNC(=O)CN(CCc1ccccc1)S(C)(=O)=O	-6	0.5	-9	0.3	11	7	3	8	-5
O=C(Cn1nnc(-c2cc(C(F)(F)F)cc(C(F)(F)F)c2)n1)NNC(=S)Nc1ccc(Cl)cc1	3	0.2	13	-1.4	.	-6	2	3	-5
CN(CC(=O)Nc1ccc(Cl)cc1)C(=O)CCNC(=O)c1ccc(Cl)cc1	-5	0.5	-4	-0.1	14	-16	2	-4	-1
CC1(C)CC(=O)C2=C(C1)Nc1ccccc1[S@]2=O	12	0.7	2	-0.1	-20	-3	2	15	3
O=C(Nc1ccc(O)c(-c2nc3ccccc3s2)c1)c1cccs1	-2	-0.3	1	0.7	22	-5	2	9	0
CCOc1ncccc1C(=O)OC(C)C(=O)Nc1ccc(Cl)cn1 (configuration not stated)	10	-1.2	6	-1.7	.	-2	11	4	-4
O=C(CCSCc1ccc(Cl)cc1)NCc1cccs1	13	1.3	.	-0.6	6	3	2	0	-7
O=C(COc1ccccc1)NC(=S)Nc1cccc([N+](=O)[O-])c1	-10	-1.5	6	0.0	-7	-10	14	-4	9
COC(=O)c1c(-c2ccccc2)noc1C	-10	0.6	10	0.2	-1	-6	0	-1	4
Cc1nc(/N=C\N(C)C)sc1C(=O)Nc1ccccc1	0	1.8	.	-5.0	-19	-13	3	-8	10
Cc1ccc(-c2nc(CS(=O)CC(=O)NCc3ccccc3Cl)c(C)o2)cc1 (configuration not stated)	.	0.7	0	-0.1	-28	1	0	-2	-5
Cc1ccc2nc(N(CCCN(C)C)C(=O)c3ccc4ncsc4c3)sc2c1	-10	0.2	9	2.8	-22	0	15	-6	1
CCOc1ccc(C(=O)OCC(=O)NCc2ccccc2)cc1OCC	-5	0.0	5	-0.5	-17	1	-1	-5	4
NNC(=O)CN1C(c2ccccc2)=Nc2ccc(Br)cc2C1c1ccccc1 (configuration not stated)	81*	-0.2	-32	0.9	-8	19	4	-1	7
COc1ccc(-c2cc(C(=O)N3CCC3)c3ccccc3n2)cc1OC	-2	0.5	3	-1.0	2	-2	1	-1	0
O=C(Nc1cc(Cl)ccc1O)C1CC(c2ccccc2Cl)=NO1 (configuration not stated)	-13	0.3	8	1.0	14	-2	7	1	-6
COC(=O)c1ccc2[nH]c3cccc(/C(=C/c4ccccc4)c4ccccc4)c3c2c1	5	0.3	-12	0.0	.	2	1	-3	-4
Cc1ccc(S(=O)(=O)n2nc(-c3ccco3)nc2NCc2ccc(N(C)C)cc2)cc1	.	-1.9	17	0.3	-8	-8	0	-2	-14
O=C(O)/C=C/C(=O)Nc1ccccc1SC(F)(F)C(F)(F)C(F)(F)F	6	0.4	7	0.4	0	-14	4	-5	4
Cc1ccc(C)c(S(=O)(=O)c2cn(Cc3ccccc3)c3cc(F)c(F)cc3c2=O)c1	.	-0.3	-7	0.0	-24	29	4	4	-7

D2 antagonist, entries above that show a hit.
Structure | D2 antagonist | D2 potentiator | TRHR agonist | RXFP1 antagonist | D1 antag | D1 agonist | D1 potentiator | TRHR PAM
NNC(=O)CN1C(c2ccccc2)=Nc2ccc(Br)cc2C1c1ccccc1 (configuration not stated) | 81* | -32 | 0.9 | -8 | 19 | 4 | -1 | 7

Part of the list above with just D2 potentiator:
SMILES | D2 potentiator
CCCN(CCC)CCCNC(=O)c1nn(C)c2c1CS(=O)(=O)c1ccccc1-2 | 6
CC(C)n1c(/N=C/c2c[nH]c3ccccc23)nc2ccccc21 | -3
O=C(OCc1ccccc1)c1ccc2c(c1)-c1ccccc1C2=O | -9
COc1ccc2c(c1OC)C(=O)N1N=C(c3ccccc3)CC21 (configuration not stated) | -9
Oc1ccccc1CNc1ccc(OC(F)(F)F)cc1 | -2
COc1ccccc1CNC(=O)CN(CCc1ccccc1)S(C)(=O)=O | -9

The listing picks up, starting four compounds before the break.
SMILES	D2 antagonist	D2 agonist	D2 potentiator	TRHR agonist	RXFP1 antagonist	D1 antag	D1 agonist	D1 potentiator	TRHR PAM
COC(=O)c1ccc2[nH]c3cccc(/C(=C/c4ccccc4)c4ccccc4)c3c2c1	5	0.3	-12	0.0	.	2	1	-3	-4
Cc1ccc(S(=O)(=O)n2nc(-c3ccco3)nc2NCc2ccc(N(C)C)cc2)cc1	.	-1.9	17	0.3	-8	-8	0	-2	-14
O=C(O)/C=C/C(=O)Nc1ccccc1SC(F)(F)C(F)(F)C(F)(F)F	6	0.4	7	0.4	0	-14	4	-5	4
Cc1ccc(C)c(S(=O)(=O)c2cn(Cc3ccccc3)c3cc(F)c(F)cc3c2=O)c1	.	-0.3	-7	0.0	-24	29	4	4	-7
Cc1cccc(OCC(=O)Nc2ccccc2C(F)(F)F)c1	-7	-2.0	0	-0.7	5	2	0	1	12
CCOc1c(N2CCOCC2)c(=O)c1=O	0	0.6	2	1.2	-18	10	3	-2	0
Nc1ccc2nc(-c3ccc(Cl)cc3)[nH]c2c1	13	0.0	17	-0.8	.	20	1	.	7
Cn1cccc1/C=N/N1CCN(c2ccccc2)CC1	-36	9.1	12	1.1	-9	-4	4	-5	13
COCC(C)NC(=O)Cc1ccc(Cl)cc1 (configuration not stated)	.	.	.	-0.3	3	5	4	-2	-6
C=C1SC(=Nc2c(C)cccc2Cl)N(C(=O)c2sc3ccccc3c2Cl)C12CCCCC2	11	0.7	5	1.0	9	-10	0	3	-14
CCCCNC(=O)CNC(=O)c1cccs1	8	0.1	7	0.2	-1	-9	3	-4	5
Cc1cc(NC(=O)C(Cl)c2ccccc2)no1 (configuration not stated)	-2	-0.8	-3	0.8	7	2	3	-4	7

Complete entries, quoted from the list.
`Cc1cccc(OCC(=O)Nc2ccccc2C(F)(F)F)c1` across the screens: D2 antagonist: -7; D2 agonist: -2.0; D2 potentiator: 0; TRHR agonist: -0.7; RXFP1 antagonist: 5; D1 antag: 2; D1 agonist: 0; D1 potentiator: 1; TRHR PAM: 12
`C=C1SC(=Nc2c(C)cccc2Cl)N(C(=O)c2sc3ccccc3c2Cl)C12CCCCC2` across the screens: D2 antagonist: 11; D2 agonist: 0.7; D2 potentiator: 5; TRHR agonist: 1.0; RXFP1 antagonist: 9; D1 antag: -10; D1 agonist: 0; D1 potentiator: 3; TRHR PAM: -14
